# SENP8 block-1: inhibitors of human SENP8 protease; 1.2% of 330,000 active; AID 2540; purified SENP8, Z-RLRGG-aminoluciferin cleavage, luminescence; inhibition, % at 10 µM; in the data active = inhibition above about 50%
# PfG6PD inh: PfG6PD (Plasmodium falciparum) enzyme inhibition | PfGluPho enzyme, NADPH resazurin-diaphorase fluorescence | inhibition, % at 20 µM | 0.78% of 350,000 active | AID 504690;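 active = inhibition reaching at least a set limit at 20 µM in the primary screen, cut at about 59% in these data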;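 note: 0% = DMSO wells with substrate and 100% = DMSO wells lacking glucose-6-phosphate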
# SENP8 block-2: inhibitors of human SENP8 protease; Q96LD8; recombinant SENP8, Nedd8 substrate fluorescence; inhibition, % at 20 µM; 0.64% of 360,000 active; AID 602440; in the data active = inhibition mostly above about 40%, no sharp cut-off; inactive = mostly below about 27%
# Apaf-1 inh: human Apaf-1 inhibition | 0.71% of 330,000 active | inhibition, % at 20 µM | reconstituted apoptosome caspase-3 activity, DEVD-Rh110 fluorescence; active = inhibition of at least 40% at 20 µM;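 note: plate controls were DMSO wells for no effect and DEVD-CHO caspase inhibitor wells for full effect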
#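 Material: cell-free apoptosome with Apaf-1, procaspase-3 and caspase-9; Buffer or medium: Hepes pH 7.5 with detergent and BSA; Reagent: cytochrome c trigger plus (Z-DEVD)2-Rh110 caspase-3 substrate; Times: compound with Apaf-1, dATP, procaspase-3 30 min, then 50 min reaction, room temperature; Technique: Rh110 fluorescence intensity.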
# SENP6 inh: SENP6 protease inhibition; inhibition, % at 10 µM; Recombinant SENP6 catalytic domain, aminoluciferin luminescence; 1.8% of 330,000 active; Q9GZR1; AID 2599;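 active = inhibition above about 50% at the single tested dose, limit read from the data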;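 note: plate controls were DMSO wells with enzyme for no effect and DMSO wells lacking enzyme for full effect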
# Target sequence (Q9GZR1 628-1112 limits assumed): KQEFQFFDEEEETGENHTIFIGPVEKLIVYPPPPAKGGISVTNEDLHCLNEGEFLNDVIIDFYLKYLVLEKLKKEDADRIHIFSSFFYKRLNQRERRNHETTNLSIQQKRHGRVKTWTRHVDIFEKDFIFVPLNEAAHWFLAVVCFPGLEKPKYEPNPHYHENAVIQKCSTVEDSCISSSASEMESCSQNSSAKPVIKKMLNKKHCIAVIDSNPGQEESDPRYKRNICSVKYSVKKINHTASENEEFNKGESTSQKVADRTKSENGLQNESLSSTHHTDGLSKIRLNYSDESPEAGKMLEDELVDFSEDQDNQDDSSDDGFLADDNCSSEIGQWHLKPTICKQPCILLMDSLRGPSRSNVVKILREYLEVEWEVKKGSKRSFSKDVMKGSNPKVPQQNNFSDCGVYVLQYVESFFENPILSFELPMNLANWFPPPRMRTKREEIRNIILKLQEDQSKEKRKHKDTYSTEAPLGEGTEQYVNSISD
# SENP7 inh: inhibitors of human SENP7 protease; 1.5% of 330,000 active; AID 434973; recombinant SENP7, Z-RLRGG-aminoluciferin luminescence, 40 min; Q9BQF6; inhibition, % at 5 µM;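 active = inhibition above about 50% at the single test dose, limit read from the data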;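 note: plate controls were DMSO with enzyme for no effect and no enzyme buffer wells for full effect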
# Target sequence (Q9BQF6 706-1050 limits assumed): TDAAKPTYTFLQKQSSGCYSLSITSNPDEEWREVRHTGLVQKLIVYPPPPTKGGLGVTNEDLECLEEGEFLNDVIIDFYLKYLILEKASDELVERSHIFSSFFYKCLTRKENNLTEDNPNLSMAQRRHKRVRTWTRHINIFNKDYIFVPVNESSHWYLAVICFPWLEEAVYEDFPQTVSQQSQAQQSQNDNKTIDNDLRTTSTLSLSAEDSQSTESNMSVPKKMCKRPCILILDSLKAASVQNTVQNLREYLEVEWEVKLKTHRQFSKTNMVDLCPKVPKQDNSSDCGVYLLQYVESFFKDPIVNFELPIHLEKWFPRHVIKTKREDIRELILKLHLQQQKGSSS
# SENP1 FRET inh: blocks the human SENP1 SUMO protease catalytic domain. Q9P0U3. recombinant SENP1 catalytic domain, CyPet-SUMO1-YPet FRET cleavage. inhibition, % at 10 µM. 0.21% of 360,000 active;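 active = inhibition at least 30% at 10 µM, raw YFP signal under a set limit, fluorescence ratio 0.5 to 1.5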;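 note: 0% = enzyme with DMSO and 100% = no enzyme wells; some results filed as inactive read as strong as hits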
# Target sequence (Q9P0U3 419-644 limits assumed): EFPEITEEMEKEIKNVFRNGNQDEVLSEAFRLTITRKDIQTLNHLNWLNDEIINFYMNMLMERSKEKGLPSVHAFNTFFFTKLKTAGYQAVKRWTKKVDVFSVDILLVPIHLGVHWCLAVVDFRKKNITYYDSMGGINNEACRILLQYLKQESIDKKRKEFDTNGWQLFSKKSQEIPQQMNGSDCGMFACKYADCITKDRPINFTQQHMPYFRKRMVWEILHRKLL
#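 System: Recombinant human SENP1 catalytic domain, His6-tagged | Incubation: Enzyme reaction for 50 min at room temperature, dark | Medium: Tris pH 8 with BME, BSA, NP40 and catalase | Also added: 25 nM SUMO1 FRET substrate | Compound: 10 µM single point, 0.5% DMSO | Measured by: FRET fluorescence in CFP and YFP emission channels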
# HKDC1 inh: HKDC1 (human) hexokinase inhibition; Q2TB90; recombinant HKDC1, G6PDH/diaphorase resazurin coupled fluorescence; inhibition, % at 20 µM; 0.16% of 340,000 active; AID 493160;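 active = inhibition above about 35% when tested at 20 µM, limit read from the data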;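 note: plate controls were DMSO wells with enzyme for no effect and DMSO wells lacking enzyme for full effect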
#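 Material: recombinant HKDC1 hexokinase; Amount: HKDC1 at 5 µg/mL; Medium: Tris pH 8.0 buffer with MgCl2, Tween-20, BSA, BME; Schedule: 90 min reaction incubation at room temperature, dark; Technique: coupled resazurin fluorescence, excitation 525 nm, emission 613 nm.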
# Active calls of the source: *; · = not tested or not shown.
item	molecule	SENP8 block-1	PfG6PD inh	SENP8 block-2	Apaf-1 inh	SENP6 inh	SENP7 inh	SENP1 FRET inh	HKDC1 inh
1	COc1ccc(C(=O)Nn2c(CC(C)C)nc3cc(OC)c(OC)cc3c2=O)c(OC)c1	-7	-6	5	5	-18	-1	1	-3
2	COc1cc(C2SCC(=O)N2CCc2ccc(OC)c(OC)c2)ccc1O (stereo not drawn)	1	-3	14	4	3	0	2	-8
3	CC(=O)Nc1cccc(C(=O)Nc2cccc3ncccc23)c1	6	-7	17	-8	5	4	0	3
4	COc1cc(CNc2cc(C)ccc2C)cc(OC)c1OC	3	5	10	-21	3	3	2	17
5	O=C(Nc1ccccc1C(=O)Nc1ccncc1)c1ccc([N+](=O)[O-])cc1	39	21	10	5	59*	8	1	0
6	Cn1c(Cc2ccccc2)nnc1SCC(=O)NC1CC1	-4	19	10	1	-16	5	1	-3
7	C=CCN1C(=O)CSc2ccc(C(=O)NCCC3=CCCCC3)cc21	2	3	0	2	3	7	1	10
8	CCCCSc1oc(-c2ccco2)nc1S(=O)(=O)c1ccccc1	-2	-5	-9	17	27	5	-1	-2
9	N#CCSc1nccc(/C=C/c2ccccc2)n1	-2	-11	-19	-3	-7	-7	-4	3
10	Cc1cccc(NC2(C(F)(F)F)N=C3SCCN3C2=O)n1 (stereo not drawn)	-2	-5	3	-13	12	-1	-2	-5
11	COc1ccc(C(=O)C2CCCN(Cc3cn[nH]c3-c3ccccc3)C2)cc1OC (stereo not drawn)	-4	-7	-2	-3	1	-3	-1	0
12	CCCNC(=O)Cn1sc2nc(C)cc(C)c2c1=O	-5	81*	17	-3	5	-5	-1	-2
13	COc1ccc(C(=O)COC(=O)CCS(=O)(=O)c2ccc(C)cc2)c(OC)c1	2	2	7	13	4	1	-1	-2
14	O=C(Nc1ccc(CN2CCOCC2)cc1)c1ccc(-c2cc(Cl)ccc2Cl)o1	3	6	-63	32	10	5	3	0
15	COc1ccc(NC(=O)NC2CCCCCCC2)cc1OC	4	-4	15	10	9	-1	-1	-3
16	CC[C@]12CCCN3CCc4c(n(c5ccccc45)C(=O)C1)C32 (stereo partly drawn)	-7	-14	·	14	-3	-4	·	-4
17	COc1ccc(N=N/C(C(C)=O)=C(/C)O)cc1	-7	5	20	-8	-1	21	3	-4
18	CCN(CC)S(=O)(=O)c1ccc(/C=C/C(=O)OCC(=O)NCc2cccs2)cc1	0	-7	10	-10	2	-1	2	-3
19	CCN(CC)CCNC(=O)c1cc2c(=O)n(CC)c3ccccc3c2s1	7	6	-304	8	-6	3	1	2
20	CC(=O)c1c(C)[nH]c(C(=O)N(C)C(c2ccccc2)c2ccccc2)c1C	8	8	-32	9	-10	-1	0	16
21	CCOC(=O)c1c(NC(=O)Nc2ccc(Cl)cc2)sc(C)c1C	1	12	-91	1	12	2	2	-3
22	O=C(Nc1ccc2ccccc2c1)[C@@H]1C[C@H]1[C@@H](NP(=O)(c1ccccc1)c1ccccc1)c1ccccc1	-9	0	12	3	-7	4	-1	8
23	CC(C)c1nnc(NC(=O)CCC(=O)NCc2ccco2)s1	2	6	3	-20	-17	0	0	-9
24	CC(NC(=O)NNC(N)=S)(C(F)(F)F)C(F)(F)F	1	-7	14	2	-13	-2	3	-5
25	C=CCn1c(C)nnc1SCC(=O)NC1CCCCC1	-2	3	1	-6	-6	-2	-1	-3
26	CSCCC(NC(=O)C1CCC(C)CC1)C(=O)Nc1ccc(NC(C)=O)cc1 (stereo not drawn)	4	4	0	5	-4	1	6	-1
27	Cc1cccc(N2CCN(C(=O)c3ccc(Cl)c(S(=O)(=O)N4CCc5ccccc5C4)c3)CC2)c1C	-5	-5	24	19	-10	2	-2	-7
28	Cc1ccc(NC(=S)NNc2ncc(C(F)(F)F)cc2Cl)c(C)c1	-1	-16	21	14	-20	-6	0	-4
29	O=C(O)c1ccc(/C=N/N2CCN(C3c4ccccc4-c4ccccc43)CC2)cc1	0	-19	33	14	4	-4	2	-7
30	COc1ccc(-c2nnc(SCc3ccc(C(=O)O)cc3)n2N)cc1	-4	0	18	-8	6	-3	1	-8
31	COc1ccc(C(=O)NCC(C)(C)SCc2c(C)cc(C)cc2C)cc1	-4	15	13	25	-42	47	4	-2
32	CCCCNCC(=O)Nc1sc(C)c(C)c1C(=O)OCC	1	5	-16	8	-17	5	0	4
33	O=C(CNC(c1ccccc1)c1ccccc1)NCc1ccccc1Cl	6	5	13	25	-2	0	-1	2
34	Cc1ccc(C(C)C)c(OCC(=O)NCC(c2cccs2)N2CCOCC2)c1 (stereo not drawn)	-6	23	6	10	-3	-4	1	-4
35	CC[C@H](C)[C@H](NC(=O)c1ccccc1)C(=O)NC(CC(=O)O)c1ccc(F)cc1 (stereo partly drawn)	-11	-2	6	-3	-8	4	1	-4
36	CC12CCC(C(=O)N3CCCCCC3)(OC1=O)C2(C)C (stereo not drawn)	-3	-16	21	-3	-4	-8	1	3
37	CN(C)S(=O)(=O)c1ccc(S(=O)(=O)NC2CCOC(C)(C)C2)cc1 (stereo not drawn)	-4	-2	4	-2	6	7	0	-2
38	O=C(CNC(=O)c1ccncc1)N/N=C/c1ccc(Br)cc1	6	-14	14	-1	8	-4	0	-1
39	COC(=O)CCC(=O)OC1(C)C(=O)C=C2C=C(C3CC3)N(c3ccccc3)C=C2C1=O (stereo not drawn)	2	66*	-107	9	15	4	-69	16
40	CCn1c(SCc2ccc(OC)c(F)c2)nc2ccccc2c1=O	-5	0	11	10	0	-1	-3	-2
41	O=C(O)CCC(=O)NNC(=O)CCC1CCCCC1	-8	-15	6	-1	0	-8	2	-11
42	CCOC(=O)C1=C(COC(=O)COc2ccc(Br)cc2)NC(=O)NC1C (stereo not drawn)	-12	-17	-2	12	-14	-8	2	-5
43	O=C(COC(=O)C1CCC1)Nc1ncc(Cl)cc1Cl	13	3	1	0	8	3	-1	0
44	O=C(COc1cccnc1[N+](=O)[O-])Nc1ccc(S(=O)(=O)N2CCOCC2)cc1	-4	8	12	0	-8	6	-3	-5
45	C=CCn1cc(C(=O)c2cc(Br)ccc2O)cc(C#N)c1=O	0	11	-2	-7	-13	5	-8	4
46	COc1ccc(OC)c(Nc2nc(NCc3ccco3)nc(N)c2[N+](=O)[O-])c1	-3	6	29	-1	-6	4	2	-2
47	O=c1c2ccccc2nnn1CSc1nc2ccccc2[nH]1	-7	5	26	-11	23	-3	-31	-7
48	CCCCn1c2ccc(F)cc2c2nnc(NN)nc21	0	2	71*	17	11	3	0	-7
49	COc1cc(CN(C)Cc2nc3cc(C(F)(F)F)ccc3c(=O)[nH]2)ccc1OC(F)F	-6	10	0	24	-1	-3	-1	-1
50	Cc1cccc(C(=O)OCC(=O)Nc2ccccc2C(=O)NC2CC2)c1	-3	-4	-6	4	2	5	1	-2

# Gathered by group: the compounds so far containing an NH in an aromatic ring (four)
item	molecule	SENP8 block-1	PfG6PD inh	SENP8 block-2	Apaf-1 inh	SENP6 inh	SENP7 inh	SENP1 FRET inh	HKDC1 inh
11	COc1ccc(C(=O)C2CCCN(Cc3cn[nH]c3-c3ccccc3)C2)cc1OC (stereo not drawn)	-4	-7	-2	-3	1	-3	-1	0
20	CC(=O)c1c(C)[nH]c(C(=O)N(C)C(c2ccccc2)c2ccccc2)c1C	8	8	-32	9	-10	-1	0	16
47	O=c1c2ccccc2nnn1CSc1nc2ccccc2[nH]1	-7	5	26	-11	23	-3	-31	-7
49	COc1cc(CN(C)Cc2nc3cc(C(F)(F)F)ccc3c(=O)[nH]2)ccc1OC(F)F	-6	10	0	24	-1	-3	-1	-1

# (next part)
item	molecule	SENP8 block-1	PfG6PD inh	SENP8 block-2	Apaf-1 inh	SENP6 inh	SENP7 inh	SENP1 FRET inh	HKDC1 inh
51	CCOC(=O)N1CCC(N2C(=O)c3ccc(C(=O)NCCC(C)C)cc3C2=O)CC1	5	-7	10	-1	-17	2	2	-2
52	CC(=O)C1=C(c2ccccc2)NC(=O)NC1c1ccc(O)c(O)c1 (stereo not drawn)	9	17	13	8	-3	-3	1	-6
53	Cc1ccc(C)c(C2=CSC3=NS(=O)(=O)CCN23)c1	-1	-15	19	-8	-10	-3	1	-1
54	COC(=O)[C@@]1(Cc2ccccc2)[C@H]2C(=O)N(C)C(=O)[C@H]2[C@H]2CN=C(SCc3ccc(C#N)cc3)N21	·	9	1	12	·	-2	3	-4
55	Cc1ccc([N+](=O)[O-])cc1S(=O)(=O)Nc1ccc(C(=O)NCc2ccccn2)cc1	-7	-26	11	6	-18	-18	-4	-4
56	CCOC(=O)C1C(=O)C=C(c2ccc(C)cc2)CC1c1cccc([N+](=O)[O-])c1 (stereo not drawn)	3	10	-5	10	-29	0	-1	-3
57	CCCN(C(=O)CCNC(=O)Cn1cnc2ccccc2c1=O)c1cccc(Cl)c1	2	-6	13	-1	-6	-4	2	2
58	CCOc1ccc(-c2nc(-c3ccc(OC)cc3)no2)cc1OCC	0	16	4	2	8	2	1	2
59	Cc1ccccc1NC(=O)Nc1ccccc1C(=O)NCc1ccccc1	4	4	-142	4	10	4	1	-5
60	CCOc1ccc(C2CC(c3ccccc3)Nc3nc(N)nn32)cc1 (stereo not drawn)	1	-7	11	18	-7	10	3	-2
61	COc1ccc(C)cc1S(=O)(=O)N(CC(=O)Nc1cccc([N+](=O)[O-])c1)c1ccc(C)c(C)c1	2	-5	14	7	-5	-4	3	-6
62	Cc1cc(C)n(-c2ccc(C(=O)N3CCC(CO)(Cc4ccccc4)CC3)cc2)n1	0	16	9	3	-5	-2	0	-1
63	CC(C)Cn1c(SCC#N)nc2ccccc2c1=O	10	-15	25	-3	-8	-3	2	0
64	COc1ccccc1NS(=O)(=O)c1ccc(O)c(C(=O)OCC(=O)N2c3ccccc3CC2C)c1 (stereo not drawn)	-3	11	-61	13	-5	11	1	0
65	COC(=O)C1=C(C)NC(C)=C(C(=O)OC)C1c1ccc(NC(C)=O)cc1	-3	-23	-260	-3	5	-25	-2	0
66	C=CCn1c(Cc2cccs2)nnc1SCC(=O)Nc1cc(OC)cc(OC)c1	-8	15	15	13	-15	-5	-1	6
67	O=C1N[C@@H](Cc2cn(S(=O)(=O)c3ccccc3)c3ccccc23)C(=O)N[C@H]1Cc1ccccc1	8	-4	15	2	-4	-2	1	-7
68	Cc1ccc(C(=O)Nc2ccc(S(=O)(=O)N3CCCC3)cc2)cc1	9	3	9	12	-10	-3	1	-4
69	Cc1cccc(OCCSc2nc(N)cc(N)n2)c1	-8	14	16	-10	6	-13	2	-7
70	NC(=O)COC(=O)c1ccc(NS(=O)(=O)c2ccc3c(c2)OCCO3)cc1	-9	-34	39	-2	-3	-3	2	-2
71	CC(C)C(=O)NC(Nc1cccc2cccnc12)C(Cl)(Cl)Cl (stereo not drawn)	0	35	5	8	-3	1	3	18
72	CCC1CCCCN1C(=O)CSc1nc2ncccc2[nH]1 (stereo not drawn)	0	-1	-2	-8	-3	8	-1	-3
73	COc1cc(Cl)c(S(=O)(=O)NCCN2CCOCC2)cc1Cl	-2	-13	4	-18	-20	-4	5	-10
74	C#CCOCCOCCOCCNc1nc(N2CCN(C(=O)[C@H]([C@@H](C)O)n3cc(CCCCN)nn3)CC2)nc(N2CCN(C(=O)[C@H](Cc3ccc(O)cc3)n3cc(CCO)nn3)CC2)n1	-1	13	15	1	-6	3	2	0
75	Cc1ccc(NC(=O)C(C)N2CCc3ccccc3C2)cc1 (stereo not drawn)	-3	-17	14	-4	-25	-4	0	5

# Screening results as filed in PubChem.
